Assay outcomes: PubChem, Sanford-Burnham Center for Chemical Genomics
SENP7 block: inhibitors of human SENP7 protease. Q9BQF6. AID 434973. inhibition, % at 5 µM. 330,000 tested, 1.5% active. recombinant SENP7, Z-RLRGG-aminoluciferin luminescence, 40 min;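 active = inhibition above about 50% at the single test dose, limit read from the data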;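 note: plate controls were DMSO with enzyme for no effect and no enzyme buffer wells for full effect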
HKDC1 inh: inhibitors of human hexokinase HKDC1 | 340,000 tested, 0.16% active | Q2TB90 | inhibition, % at 20 µM | recombinant HKDC1, G6PDH/diaphorase resazurin coupled fluorescence;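 active = inhibition above about 35% when tested at 20 µM, limit read from the data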;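 note: plate controls were DMSO wells with enzyme for no effect and DMSO wells lacking enzyme for full effect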
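Assay system – recombinant HKDC1 (HK5) hexokinase enzyme, produced in-house · Input – HKDC1 at 5 µg/mL · Reagent – glucose plus 1 mM ATP as hexokinase substrates · Timing – 90 min reaction incubation at room temperature, dark · Measured by – G6PDH/diaphorase-coupled fluorescence, 1 mM NADP, 100 µM resazurin, 525/613 nm · Benchmarks – DMSO-enzyme wells negative, buffer-substituted wells positive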
NLRP3 yeast inh: inhibitors of NALP3 inflammasome in yeast. 330,000 tested, 0.39% active. inhibition, % at 10 µM. AID 2825. Yeast reconstituted NLRP3/ASC/caspase-1, beta-gal luminescence, 24 h;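 active = inhibition of 50% or more; inactive = inhibition below 50%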;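 note: plate controls were induced DMSO wells for no effect and uninduced yeast grown without galactose for full effect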
SENP8 block-1: inhibitors of human SENP8 protease | purified SENP8, Z-RLRGG-aminoluciferin cleavage, luminescence | AID 2540 | 330,000 tested, 1.2% active | inhibition, % at 10 µM | Q96LD8; in the data active = inhibition above about 50%
Target sequence (Q96LD8 whole entry, looked up): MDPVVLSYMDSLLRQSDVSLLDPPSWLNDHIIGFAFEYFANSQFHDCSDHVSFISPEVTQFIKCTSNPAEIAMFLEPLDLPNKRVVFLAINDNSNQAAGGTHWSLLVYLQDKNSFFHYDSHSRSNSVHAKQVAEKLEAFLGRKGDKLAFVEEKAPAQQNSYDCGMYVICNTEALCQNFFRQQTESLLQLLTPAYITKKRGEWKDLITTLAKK
PfG6PD inh: PfG6PD (Plasmodium falciparum) enzyme inhibition. PfGluPho enzyme, NADPH resazurin-diaphorase fluorescence. inhibition, % at 20 µM. 350,000 tested, 0.78% active;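 active = inhibition reaching at least a set limit at 20 µM in the primary screen, cut at about 59% in these data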;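 note: 0% = DMSO wells with substrate and 100% = DMSO wells lacking glucose-6-phosphate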
Apaf-1 inh: inhibitors of human Apaf-1 apoptosome; O14727; reconstituted apoptosome caspase-3 activity, DEVD-Rh110 fluorescence; inhibition, % at 20 µM; 330,000 tested, 0.71% active; AID 489030; active = inhibition of at least 40% at 20 µM;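 note: plate controls were DMSO wells for no effect and DEVD-CHO caspase inhibitor wells for full effect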
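Material: biochemical Apaf-1 apoptosome reconstitution. Medium: Hepes buffer, pH 7.5. Also added: cytochrome c activation, bis-DEVD rhodamine 110 substrate. Timing: 30 min compound preincubation, 50 min activation, room temperature. Measured by: rhodamine 110 fluorescence at Ex 480/Em 540 nm.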
SENP8 block-2: SENP8 (human) protease inhibition; AID 602440; recombinant SENP8, Nedd8 substrate fluorescence; 360,000 tested, 0.64% active; inhibition, % at 20 µM; in the data active = inhibition mostly above about 40%, no sharp cut-off; inactive = mostly below about 27%
SENP1 inh: blocks the human SENP1 SUMO protease catalytic domain; recombinant SENP1 catalytic domain, CyPet-SUMO1-YPet FRET cleavage; 360,000 tested, 0.21% active; inhibition, % at 10 µM;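 active = inhibition at least 30% at 10 µM, raw YFP signal under a set limit, fluorescence ratio 0.5 to 1.5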;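 note: 0% = enzyme with DMSO and 100% = no enzyme wells; some results filed as inactive read as strong as hits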
Target sequence (Q9P0U3 419-644 limits assumed): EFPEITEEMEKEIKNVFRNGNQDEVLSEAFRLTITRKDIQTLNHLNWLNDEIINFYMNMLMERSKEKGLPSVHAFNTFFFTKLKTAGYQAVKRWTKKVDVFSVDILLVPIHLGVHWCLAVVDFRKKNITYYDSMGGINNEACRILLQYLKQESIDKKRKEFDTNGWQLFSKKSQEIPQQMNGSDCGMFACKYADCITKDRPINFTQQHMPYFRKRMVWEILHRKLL
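Assay system – human recombinant His6-tagged SENP1 catalytic domain enzyme · Input – SENP1 enzyme, 20 pM final · Buffer or medium – Tris pH 8 buffer plus EDTA, NaCl, BME, BSA, NP40, catalase · Schedule – 50 min reaction at room temperature · Technique – FRET read of cyan and yellow fluorescence · Control set – no-enzyme wells low, DMSO-plus-enzyme wells high control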
SENP6 block: inhibitors of human SENP6 protease; 330,000 tested, 1.8% active; Recombinant SENP6 catalytic domain, aminoluciferin luminescence; Q9GZR1; inhibition, % at 10 µM; AID 2599;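 active = inhibition above about 50% at the single tested dose, limit read from the data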;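 note: plate controls were DMSO wells with enzyme for no effect and DMSO wells lacking enzyme for full effect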
Target sequence (Q9GZR1 628-1112 limits assumed): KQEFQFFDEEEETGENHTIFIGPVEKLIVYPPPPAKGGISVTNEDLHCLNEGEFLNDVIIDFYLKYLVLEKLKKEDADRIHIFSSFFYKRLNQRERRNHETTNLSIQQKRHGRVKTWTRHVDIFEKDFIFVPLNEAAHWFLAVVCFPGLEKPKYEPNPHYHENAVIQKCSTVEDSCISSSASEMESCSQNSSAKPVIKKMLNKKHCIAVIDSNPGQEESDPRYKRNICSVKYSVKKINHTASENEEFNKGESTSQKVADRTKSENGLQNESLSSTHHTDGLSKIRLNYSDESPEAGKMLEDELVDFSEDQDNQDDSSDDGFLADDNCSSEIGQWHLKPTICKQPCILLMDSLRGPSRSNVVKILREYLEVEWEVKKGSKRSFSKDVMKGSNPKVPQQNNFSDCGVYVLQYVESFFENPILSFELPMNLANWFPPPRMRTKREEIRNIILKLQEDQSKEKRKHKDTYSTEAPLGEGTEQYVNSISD
An asterisk follows results filed as active; / = not tested or not shown.

Below each SMILES – SENP7 block, HKDC1 inh, NLRP3 yeast inh, SENP8 block-1, PfG6PD inh, Apaf-1 inh, SENP8 block-2, SENP1 inh, SENP6 block
- CCCCn1c(N)c(N(Cc2ccccc2OC)C(=O)c2cc(CC)c(C)s2)c(=O)[nH]c1=O
→ -9, 0, 16, -13, -7, 18, -62, -7, 3
- CCOC(=O)CNC(=O)CSc1nc2ncc(Br)cc2[nH]1
→ 1, -4, 26, -1, 1, -1, 14, 1, -3
- O=C(CN1Cc2ccccc2C1=O)Nc1ccc2c(c1)OCCO2
→ -10, 7, 19, 2, 14, 4, 1, -1, 16
- O=c1oc(CCO)cc2ccccc12
→ -11, 5, 11, 6, -8, -5, -15, 1, 13
- C/C(=N\NC(=O)c1cc(C)nc2ccccc12)c1ccc([N+](=O)[O-])cc1
→ 3, -2, 5, 2, -10, -7, 5, 1, 18
- COc1cc(OC)c(C(=O)NCc2ccc3c(c2)OCO3)cc1OC
→ -5, -1, 13, -5, -1, -5, 14, -1, -21
- CC1CCN(c2cc(N3CCC(C)CC3)c([N+](=O)[O-])cc2/C=C(\C#N)c2nn(-c3ccccc3)c(N)c2C#N)CC1
→ 12, -1, 17, 3, 1, 18, 60*, 9, 9
- O=C(NC1CCCCCC1)C(=S)NCc1ccccc1
→ -3, -2, 7, -14, 29, 19, 23, 0, -14
- Cc1ccc2nc(SCC(=O)c3ccccc3)nc(=O)n2c1
→ 10, -5, 12, -17, 20, 17, -118, 2, -8
- COc1ccc(OC)c(CNC(=O)C2CCC(=O)N2C(C)C)c1 (stereo not drawn)
→ -1, 4, 9, -3, 1, -5, 11, -1, -20
- Cc1ccc(C(C2=C(O)CC(C)(C)CC2=O)C2C(=O)CC(C)(C)CC2=O)s1 (stereo not drawn)
→ -7, 1, 14, -4, 8, 7, 4, 1, 1
- CCOc1ccc(NC(=O)CC(=O)Nc2ccc(OCC)cc2)cc1
→ 4, -5, 3, -6, -1, 5, 20, 3, -21
- CCc1ccc(C2=NN(C(=O)CCC(=O)O)C(c3cccs3)C2)cc1 (stereo not drawn)
→ 12, -6, 0, -18, -8, -2, -13, 0, -21
- Cc1ccccc1NC(=S)NCc1cccs1
→ 3, -4, 13, 1, 3, -13, 25, 1, -4
- CC(=O)/C(=N\Nc1cccc(Cl)c1)Sc1cccc2cccnc12
→ -1, -1, 8, -10, -12, 18, 8, 2, -5

(more compounds)
Below each SMILES – SENP7 block, HKDC1 inh, NLRP3 yeast inh, SENP8 block-1, PfG6PD inh, Apaf-1 inh, SENP8 block-2, SENP1 inh, SENP6 block
- COc1ccc(OC)c(CN2CCCC(C(=O)N3CCCCC3)C2)c1 (stereo not drawn)
→ -5, 10, 2, 4, 11, -14, 20, 2, -8
- CCCCc1ccc(NC(=S)NCc2ccc(OC)cc2)cc1
→ -6, -3, 50*, -6, -4, 28, 20, 2, -24
- COc1ccc(S(=O)(=O)N2CCN(C(=O)CCOc3ccccc3)CC2)cc1OC
→ -1, 0, 7, 14, -14, -7, 13, 2, 7
- OCCNCCCOc1ccc(Cl)cc1Br
→ 0, -5, 25, -8, -4, -4, 12, 0, 9
- COc1ccccc1CNC(=O)CCN1C(=O)COc2ccccc21
→ 10, -10, 12, 4, 5, -2, 8, -1, 1
- CN(CC(=O)Nc1ccccc1Cl)C(=O)CN1C(=O)NC(c2ccccc2)(c2ccccc2)C1=O
→ 0, -1, -2, 0, -7, 0, 9, 1, -4
- CCCCc1nc2ccccc2c(NC(=O)CN2CCN(C)CC2)c1CCC
→ 4, -6, 5, 3, 0, -8, 19, -1, 5
- COc1ccccc1NS(=O)(=O)N(C)C
→ 2, -5, 7, 2, 10, 14, 27, 0, 9
- COc1ccc(OCc2cc(C(=O)NCC(C)Oc3cccnc3)no2)c(Cl)c1 (stereo not drawn)
→ -5, -2, 19, 2, 6, -2, -6, 2, -6
- Cc1cc(F)ccc1S(=O)(=O)N1CCCOC1CNC(=O)C(=O)NC1CC1 (stereo not drawn)
→ -3, -15, 11, -9, 1, -4, 4, 0, -20
- CCOc1ccc(/C=C\c2nc(O)c([N+](=O)[O-])c(=O)[nH]2)cc1OCC
→ 2, 4, -1, 3, -4, 14, 29, -27, 2
- O=C(COC(=O)C1=COCCO1)Nc1ccc(OC(F)F)cc1
→ -1, -3, 8, -9, 3, -9, 21, 1, -6
- O=C(O)c1ccccc1Sc1ncnc2sc3c(c12)CCC3
→ 8, -3, 2, -5, -9, -5, 10, 2, -1
- CS(=O)(=O)c1ccc(Cl)c(NC(=O)COC(=O)CNC(=O)c2ccccc2)c1
→ 1, -12, -3, -10, 3, -1, -4, 0, -12
- COc1cccc(-c2nc(CS(=O)(=O)CC(=O)NCc3ccccc3)c(C)o2)c1
→ -1, -4, 8, -6, 10, 7, 15, 1, 0

Continued.
Letter code – A = SENP7 block; B = HKDC1 inh; C = NLRP3 yeast inh; D = SENP8 block-1; E = PfG6PD inh; F = Apaf-1 inh; G = SENP8 block-2; H = SENP1 inh; I = SENP6 block
O=C(NCc1ccc2c(c1)OCO2)c1ccc(-c2ccc(Cl)cc2)o1
  A: 8	B: -5	C: 30	D: -11	E: 10	F: 11	G: -4	H: -1	I: -16
Cc1ccc(NS(=O)(=O)c2ccc3c(c2)n(C)c(=O)n3C)cc1
  A: -6	B: -1	C: 16	D: 1	E: -26	F: 1	G: 16	H: 1	I: 6
COC(=O)C1=C(C)N(Cc2ccccc2)C(=NCc2cccc(C(F)(F)F)c2)N[C@H]1c1cccc(C(F)(F)F)c1
  A: -3	B: 5	C: 21	D: -23	E: 7	F: 74*	G: 7	H: -4	I: -16
Cc1nc(-c2ccc(Br)cc2)ccc1C(=O)O
  A: 20	B: -7	C: 20	D: 30	E: -13	F: -8	G: 14	H: 0	I: 75*
Cc1cccc(SCC(=O)Nc2ccccc2[N+](=O)[O-])c1
  A: 7	B: -3	C: 6	D: 3	E: 5	F: 7	G: 3	H: 1	I: 5
Cc1cc(C(=O)N2CCN(c3ccc([N+](=O)[O-])cc3)CC2)co1
  A: -1	B: 2	C: 15	D: -4	E: -1	F: -13	G: 26	H: 0	I: -9
CC(C)CCNC(=O)NC(=O)COc1c(F)c(F)cc(F)c1F
  A: 0	B: 6	C: 24	D: 10	E: -7	F: 13	G: 23	H: -1	I: -5
COc1ccccc1-n1cnnc1SCC(=O)Nc1cccnc1Cl
  A: 7	B: -6	C: 1	D: 0	E: 8	F: -8	G: 12	H: 1	I: -23
COc1ccccc1NS(=O)(=O)c1ccc(C)c(NS(=O)(=O)c2cc(NC(C)=O)ccc2OC)c1
  A: /	B: -4	C: /	D: /	E: -18	F: /	G: 1	H: 3	I: /
Oc1ccc(C2Nc3cccc4cccc(c34)N2)c(O)c1
  A: 3	B: 4	C: 19	D: -5	E: 50	F: 22	G: 45*	H: -6	I: 5
N#C/C(=C/c1cc[nH]c1)C(N)=S
  A: -1	B: -5	C: 9	D: -1	E: 4	F: -4	G: 5	H: -13	I: 18
COc1ccc(Cc2nn3c(-c4cc(OC)c(OC)c(OC)c4)nnc3s2)cc1
  A: -8	B: 4	C: -4	D: -4	E: 23	F: 20	G: 1	H: -2	I: -19
COc1ccc2cc3cc(C(=O)NCc4ccco4)oc3nc2c1
  A: 16	B: 5	C: 6	D: 0	E: 4	F: 10	G: -301	H: -3	I: 13
CC(=O)Nc1ccc(S(=O)(=O)Oc2ccc(/C=N/NC(=O)c3ccc(Cl)cc3)cc2)cc1
  A: -3	B: 0	C: 2	D: 1	E: 6	F: 16	G: 25	H: 2	I: -7
Cc1nnc(SCC(=O)NCc2ccco2)n1Cc1ccccc1
  A: -11	B: 5	C: 4	D: -8	E: -5	F: -428	G: 15	H: -1	I: -8
CC(OC(=O)c1cc[n+]([O-])cc1)C(=O)Nc1ccc(C(N)=O)cc1 (stereo not drawn)
  A: -8	B: -1	C: 7	D: -9	E: 7	F: 9	G: 10	H: 0	I: -6
CN(C)S(=O)(=O)c1cccc(NC(=O)c2cc(-c3cccs3)nn2-c2cccc(Cl)c2)c1
  A: 4	B: -4	C: 13	D: -2	E: 9	F: 5	G: -13	H: 0	I: -2
CCc1noc(C)c1C(=O)Nc1nc(-c2ccc(OC)cc2OC)cs1
  A: -11	B: -3	C: 29	D: -4	E: 6	F: 11	G: -61	H: -8	I: 4
COc1ccc(-n2c(C)cc(C(=O)CN3CCC(C)CC3)c2C)cc1
  A: -5	B: 9	C: 17	D: -6	E: 15	F: -5	G: 14	H: -3	I: 1
CC(C(=O)N1CCc2ccccc21)N1CCN(Cc2ccc(Cl)cc2)CC1 (stereo not drawn)
  A: -2	B: -4	C: 23	D: -1	E: 14	F: 26	G: 8	H: 0	I: -15
C/C(=N\Nc1ccc(C(=O)c2c(C)cc3ccccn23)cc1[N+](=O)[O-])c1ccc(O)cc1
  A: -1	B: -18	C: 19	D: -4	E: -3	F: -6	G: 62*	H: 7	I: -1
O=C1COc2ccc(S(=O)(=O)N3CCCCCC3)cc2N1
  A: 4	B: -5	C: -4	D: -3	E: -1	F: -6	G: 6	H: 1	I: -3
CC(=O)N1CC(C)Sc2ccc(S(=O)(=O)N3CCCCC3)cc21 (stereo not drawn)
  A: -1	B: -2	C: -3	D: -7	E: -6	F: -6	G: 13	H: -1	I: 4
CC(=O)Oc1cccc(N2C(=O)C3CC=CCC3C2=O)c1 (stereo not drawn)
  A: -10	B: -6	C: 8	D: -7	E: -7	F: 8	G: 14	H: 0	I: -35
C/C(=N/NC(=O)c1ccc(-c2ccccc2)cc1)c1cc(O)cc(O)c1
  A: -1	B: -4	C: 14	D: -1	E: 20	F: 9	G: 0	H: 1	I: 5
Cn1nccc1C(=O)N1CCN(S(=O)(=O)c2ccc(Br)s2)CC1
  A: 9	B: 2	C: 12	D: 1	E: -20	F: 9	G: 8	H: 3	I: 12
CC(NC(=O)c1ccc(F)cc1)c1nc2ccccc2n1Cc1ccccc1F (stereo not drawn)
  A: -10	B: -6	C: 4	D: -13	E: 1	F: 8	G: 16	H: -1	I: 7
Cc1cc(OCc2cc(C(=O)NCc3cc(C(C)C)no3)no2)cc(C)c1Cl
  A: 24	B: -4	C: 5	D: 25	E: 3	F: 17	G: 13	H: 1	I: 32
